# Rab9 prom act: activates the Rab9 promoter; hit rate 2.8% among 320,000; Potency, µM (series often up to 9.22 µM), for inactives: at the top dose activation, negative = inhibition, usual class: activators; Huh7 Rab9 promoter-luciferase reporter, luminescence, 24 h; further: potency means the concentration at half of the fitted maximal effect; % of control where 0% means no effect; nearly all actives have a fitted effect of over 60% in size
#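 Huh7 reporter line, Rab9 promoter upstream of luciferase. Compound exposure 24 h at 37 °C in reduced-serum medium with 10% FBS. Read-out: luminescence.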
# p53 reactivation: restores transcriptional activity of mutant p53. H1299 p53-A138V BP100-luciferase reporter, luminescence, 24 h. Potency, µM (series often up to 92.2 µM), for inactives: at the top dose activity change, positive = activation, actives largely listed as activators. hit rate 0.063% among 320,000. AID 504706; further: potency means the concentration at half of the fitted maximal effect; % of control where 0% means no effect; nearly all actives have a fitted effect of over 45% in size
#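 H1299 (p53-null), stable ts p53-A138V + BP100-Luc; 1000 cells/well, Opti-MEM/10% FBS; cpd 4 pt, 1:5; 24 h, 37 deg C, 5% CO2; detection reagent 10 min RT; luminescence.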
# ELG1 genotoxic: induces genotoxicity in HEK293T cells with luciferase-tagged ELG1; HEK293T ELG1-luciferase reporter, luminescence, 16 h; Potency, µM (titrated, usually from 46 µM), without a hit: at the top dose activity change, positive = activation, hits mostly activators; hit rate 1.3% among 330,000; AID 504466; further: potency means the concentration at half of the fitted maximal effect; % of control where 0% means no effect; nearly all actives have a fitted effect of over 60% in size
#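 Cells (2,000/well) expressing the ELG1-luciferase fusion are dosed by pin tool and kept 16 hr at 37 °C, 5% CO2. Signal comes from ONE-Glo luciferase reagent after 30 min at room temperature.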
# NPC1 prom act: activators of NPC1 promoter | hit rate 2.4% among 320,000 | Potency, µM (doses to about 9.22 µM), inactives show top-dose activation, hits mostly activators | AID 485313 | Huh7 NPC1 promoter luciferase reporter, 24 h;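 further: potency means the concentration at half of the fitted maximal effect; % of control where 0% means no effect; nearly all actives have a fitted effect of over 60% in size; reporter is driven by a mutant NPC1 promoter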
#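 Cells: Huh7 expressing luciferase under the NPC1 promoter, 1500/well. Seeded 2 h, compound added, incubated 24 h at 37 °C. Luciferase reagent, 10 min ambient, then luminescence.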
# TRPV1 agonist: human TRPV1 agonism; Q8NER1; hit rate 0.19% among 320,000; TRPV1-expressing cells, Fluo-8 calcium influx, agonist mode; activation, % at 8.33 µM; in the data active means activation above about 80%; inconclusive means between about 30% and that limit; further: 0% is about no effect
#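 Fluo-8 calcium influx in TRPV1-expressing cells, kinetic read (ex 480/em 520 nm). Compound added and read 3 min for agonist activity, followed by capsaicin at EC20 final and 2 min further read for enhancement.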
# ELG1 repair inh: blocks ELG1-dependent DNA repair in HEK293T cells; hit rate 2.3% among 330,000; HEK293T ELG1-luciferase reporter, luminescence, 16 h; DNA damage induced by 5-fluorouridine; Potency, µM (top dose mostly 46.1 µM), for the others: at the highest dose activity change, negative = inhibition, hits mostly inhibitors; further: potency means the concentration at half of the fitted maximal effect; on the % scale 0 is the no-effect control and ±100 the full control effect; nearly all actives have a fitted effect of over 55% in size
#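 Luminescence from the luciferase reporter, measured 30 min after ONE-Glo reagent at room temperature, was the read-out. Beforehand, 2,000 cells per well were exposed for 16 hr at 37 °C to 5-fluorouridine together with compound or vehicle.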
# RORgamma inh: inhibitors of mouse ROR gamma transcriptional activity; hit rate 5.4% among 310,000; AID 2551; Drosophila S2 Gal4-RORgamma UAS-luciferase reporter, 20 h; Potency, µM (titrated, usually from 53.6 µM), for inactives: at the top dose activity change, negative = inhibition, actives largely listed as inhibitors; further: potency means the concentration at half of the fitted maximal effect; on the % scale 0 is the no-effect control and ±100 the full control effect; nearly all actives have a fitted effect of over 60% in size
# Target sequence (P51450 whole entry, looked up, the tested form may be a part): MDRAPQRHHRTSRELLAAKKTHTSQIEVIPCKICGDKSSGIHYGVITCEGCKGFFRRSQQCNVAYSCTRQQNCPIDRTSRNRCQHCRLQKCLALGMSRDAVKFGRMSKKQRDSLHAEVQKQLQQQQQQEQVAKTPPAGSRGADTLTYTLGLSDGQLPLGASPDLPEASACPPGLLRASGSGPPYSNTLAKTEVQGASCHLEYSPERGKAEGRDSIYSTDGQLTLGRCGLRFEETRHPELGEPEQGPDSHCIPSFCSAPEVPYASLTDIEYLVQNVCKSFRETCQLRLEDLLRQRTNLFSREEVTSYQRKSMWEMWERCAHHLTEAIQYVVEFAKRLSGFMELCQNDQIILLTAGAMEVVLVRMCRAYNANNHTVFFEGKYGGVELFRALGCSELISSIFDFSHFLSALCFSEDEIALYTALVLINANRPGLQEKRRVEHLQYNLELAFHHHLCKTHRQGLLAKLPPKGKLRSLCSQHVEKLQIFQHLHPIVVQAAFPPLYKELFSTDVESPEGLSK
#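 Stably transfected Drosophila Schneider cells are the test system, with ROR gamma fused to Gal4 and luciferase under UAS control; luminescence is read after 20 hr of 700 uM copper sulfate induction at ambient temperature.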
# BRCA1 expr act: activators of BRCA1 expression. MCF7-BRCA1-FFLuc reporter, luminescence, 48 h; response scale: scaled: vehicle 0%, 10 µM genistein 100%. Potency, µM (series often up to 46.1 µM), without a hit: at the highest dose activation, actives largely listed as activators. hit rate 1.1% among 380,000; further: potency means the concentration at half of the fitted maximal effect; nearly all actives have a fitted effect of over 80% in size; some results filed as inactive show a strong effect at the top dose
#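 MCF7-BRCA1-FFLuc cells, 2000/well in phenol-red-free MEM, attached 2 h then treated 48 h at 37 C. Luciferase luminescence read 15 min after reagent; normalized to genistein maximum activation (10microM) and DMSO, concentration-response fitted.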
# Tb PFK block: blocks T. brucei phosphofructokinase; T. brucei PFK, ADP-Glo luminescence; Potency, µM (highest dose often 57.5 µM), for inactives: top-dose activity, negative = inhibition, most hits filed as inhibitors; hit rate 0.17% among 330,000;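 further: potency means the concentration at half of the fitted maximal effect; 0% = uninhibited 1x PFK enzyme wells and -100% = no-enzyme wells; nearly all actives have a fitted effect of over 60% in size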
#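 Luminescent ADP detection (ADP-Glo, two-step: ATP depletion then ADP-to-ATP conversion for luciferase) reported PFK activity after 45 min room-temperature reaction of 1.25 nM enzyme with 0.5 mM F6P and 0.1 mM ATP at pH 8.0.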
# FLuc modulator: firefly luciferase modulation, counter-screen for miR-21 project | P08659 | purified FLuc, Km substrates, luminescence inhibition | Potency, µM (titrated, usually from 57.5 µM), for the others: top-dose activity change, negative = inhibition, usual class: inhibitors | hit rate 6.9% among 360,000 | AID 588342;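 further: potency means the concentration at half of the fitted maximal effect; plate controls were vehicle for no effect and reference inhibitor for full effect; nearly all actives have a fitted effect of over 55% in size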
# Target sequence (P08659 whole entry, looked up): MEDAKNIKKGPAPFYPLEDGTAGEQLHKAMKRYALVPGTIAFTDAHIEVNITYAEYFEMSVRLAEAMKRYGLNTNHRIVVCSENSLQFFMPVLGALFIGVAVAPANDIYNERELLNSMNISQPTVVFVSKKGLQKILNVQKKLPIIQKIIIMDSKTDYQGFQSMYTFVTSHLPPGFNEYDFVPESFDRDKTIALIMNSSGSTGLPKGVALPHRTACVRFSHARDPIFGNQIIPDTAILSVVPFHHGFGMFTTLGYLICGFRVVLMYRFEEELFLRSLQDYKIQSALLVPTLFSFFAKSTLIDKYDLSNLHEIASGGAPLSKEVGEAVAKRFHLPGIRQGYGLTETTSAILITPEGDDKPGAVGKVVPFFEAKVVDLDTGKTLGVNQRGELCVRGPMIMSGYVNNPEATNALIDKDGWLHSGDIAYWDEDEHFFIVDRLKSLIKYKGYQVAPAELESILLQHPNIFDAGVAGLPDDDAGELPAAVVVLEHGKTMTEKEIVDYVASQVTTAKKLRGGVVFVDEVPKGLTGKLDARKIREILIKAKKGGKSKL
#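 Purified P. pyralis luciferase (10nM final) with 10uM D-luciferin and 10uM ATP (Km levels) in 50mM Tris acetate pH 7.5, 10mM Mg acetate, 0.01% Tween-20, 0.05% BSA; qHTS 6-point titration, ~60 µM downward; luminescence read.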
# VP16 counter: inhibits Gal4-VP16 luciferase reporter, ROR gamma counter-screen; Potency, µM (doses to about 53.6 µM), inactives show at the highest dose activity, negative = inhibition, actives largely listed as inhibitors; Drosophila S2 Gal4-VP16 UAS-luciferase, luminescence, 20 h; hit rate 3.5% among 310,000; AID 2546;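 further: Gal4-VP16 expression switched on by copper sulfate through the metallothionein promoter; potency means the concentration at half of the fitted maximal effect; on the % scale 0 is the no-effect control and ±100 the full control effect; nearly all actives have a fitted effect of over 50% in size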
# An asterisk follows results filed as active; ? = inconclusive; . = no result given; [ ] = dose if it differs, or a comment. Unless noted, the call rests on the fitted dose curve; in most records, active means well fitted curve in the direction sought with a large enough effect; inconclusive means small, poorly fitted or top-dose-only effect, or another doubt; inactive means no such curve, though single readings can be large; an effect the other way counts as inactive or inconclusive.
SMILES,Rab9 prom act,p53 reactivation,ELG1 genotoxic,NPC1 prom act,TRPV1 agonist,ELG1 repair inh,RORgamma inh,BRCA1 expr act,Tb PFK block,FLuc modulator,VP16 counter
O=[N+]([O-])c1ccc(CSc2ccc(S(=O)(=O)N3CCCCC3)cn2)cc1,.,2%,-5%,.,.,?,.,-19%,-8%,.,.
Cc1c(NC(=O)CCCOc2ccccc2)cccc1[N+](=O)[O-],5%,-5%,-5%,-3%,1,-19%,11%,6%,-7%,-9%,3%
O=C(Nc1ccc(-c2nc3cccnc3s2)cc1)c1ccco1,0.45µM*,18%,0.92µM*,0.5µM*,4,?,5%,?,-14%,1.1µM*,-1%
COc1cccc(NC(=O)CCc2c(C)nn(-c3ccc(N4CCOCC4)nn3)c2C)c1,15%,?,5%,6%,-5,?,25%,0%,1%,?,-5%
CCn1cc(S(=O)(=O)CC(=O)Nc2cccc(C)c2)c2ccccc21,1%,-3%,-5%,0%,0,-3%,20%,-14%,1%,0%,-3%
COc1ccc(CNC(=O)CCC(=O)Nc2ccc(Cl)cc2)cc1,-1%,-7%,-2%,-4%,13,-7%,32%,0%,-5%,2%,4%
N#Cc1ccsc1NC(=O)CCN1C(=O)C2CCCCC2C1=O (centres undefined),.,2%,-2%,.,.,-1%,.,15%,0%,.,.
CCN(CC)S(=O)(=O)c1cccc(NC(=O)COC(=O)CNC(=O)c2cccc(F)c2)c1,-6%,1%,1%,-1%,2,-2%,1%,2%,1%,-4%,-1%
Cc1nc(CNS(=O)(=O)c2ccccc2F)cs1,-1%,6%,-1%,-1%,19,27%,-4%,-5%,4%,4%,2%
COc1ccc(C(=O)CSc2nnc(CNC(=O)c3ccccc3F)n2C)cc1OC,0%,-3%,0%,-2%,1,6%,-16%,14%,-4%,1%,-3%
COc1cccc(-n2c(=O)c3ccccc3n(CC(=O)NCC3CCCO3)c2=O)c1 (centres undefined),0%,0%,2%,-1%,0,25%,-37%,14%,0%,-1%,1%
CCOC(=O)C1CCCN(C(=O)CC(C)c2ccccc2)C1 (centres undefined),2µM*,4%,?,2.8µM*,-1,?,9%,13µM*,1%,?,-14%
CCOc1ccc(CCNC(=O)c2c(C)nn(-c3ccccc3)c2Cl)cc1OCC,6%,-14%,0%,-2%,-4,-1%,13%,-1%,-8%,8%,6%
CC(=O)c1ccc(OCC(O)CN2CCCC(C)C2)cc1 (centres undefined),7%,-4%,3%,0%,.,17%,-29%,4%,2%,0%,-2%
Cc1noc(NS(=O)(=O)c2ccc(NC(=O)COc3ccccc3)cc2)c1C,8%,3%,2%,0%,-1,6%,1%,2%,-8%,4%,3%
COc1ccc2[nH]c(=O)c(-c3noc(-c4ccc(F)cc4)n3)cc2c1,-2%,?,10%,1%,7,?,3%,1%[1.84 µM],-8%,-18%,0%
CCOC(=O)c1c(NC(=O)CSc2nc3ccc(C)cc3[nH]2)sc2c1CC(C)(C)NC2(C)C,-2%,-1%,-2%,-4%,?,16%,.,-78%,-2%,17%,.
CCOC(=O)C(NC(C)=O)C(=O)Nc1c(C)cccc1C (centres undefined),-1%,12%,2%,0%,-1,1%,-1%,-7%,18%,-2%,-7%[10 µM]
O=C(NNC(=S)NC1CCCCC1)c1ccccc1O,17%,0%,-20%,8%,3,?,14µM*,13%,-4%,?,-12%
CCOC(=O)C1=C(O)c2ccccc2C(=O)/C1=C\c1ccc(CC)cc1,2%,-22%,-6%,2%,13,20%,4.5µM*,-55%,12%,3.4µM*,-1%[0.365 µM]

# An excerpt from above in order of heavy-atom count, lowest first.
SMILES,Rab9 prom act,p53 reactivation,ELG1 genotoxic,NPC1 prom act,TRPV1 agonist,ELG1 repair inh,RORgamma inh,BRCA1 expr act,Tb PFK block,FLuc modulator,VP16 counter
O=C(NNC(=S)NC1CCCCC1)c1ccccc1O,17%,0%,-20%,8%,3,?,14µM*,13%,-4%,?,-12%
CC(=O)c1ccc(OCC(O)CN2CCCC(C)C2)cc1 (centres undefined),7%,-4%,3%,0%,.,17%,-29%,4%,2%,0%,-2%
CCOC(=O)C1CCCN(C(=O)CC(C)c2ccccc2)C1 (centres undefined),2µM*,4%,?,2.8µM*,-1,?,9%,13µM*,1%,?,-14%
CCOC(=O)C1=C(O)c2ccccc2C(=O)/C1=C\c1ccc(CC)cc1,2%,-22%,-6%,2%,13,20%,4.5µM*,-55%,12%,3.4µM*,-1%[0.365 µM]
CCOC(=O)c1c(NC(=O)CSc2nc3ccc(C)cc3[nH]2)sc2c1CC(C)(C)NC2(C)C,-2%,-1%,-2%,-4%,?,16%,.,-78%,-2%,17%,.

# The list continues:
SMILES,Rab9 prom act,p53 reactivation,ELG1 genotoxic,NPC1 prom act,TRPV1 agonist,ELG1 repair inh,RORgamma inh,BRCA1 expr act,Tb PFK block,FLuc modulator,VP16 counter
O=C(c1c(F)cccc1F)N1CCN(c2cccc(C(F)(F)F)c2)CC1,0%,-4%,-3%,-17%,29,-25%,?,-27%,3%,8%,18µM*
O=C(Oc1ccccc1)c1cccnc1Oc1ccccc1,-1%,-1%,-1%,-3%,22,-4%,-12%,-5%,0%,-1%,9%
C/C(=N/NC(=O)CC1N=C(Cc2ccccc2)NNC1=O)c1cccnc1 (centres undefined),-6%,1%,4%,1%,-2,13%,17%,-15%,-2%,2%,4%
Cc1nn(-c2ccccc2)c(-c2ccccc2)c1C(=O)O,-2%,-1%,2%,2%,-2,7%,1%,-4%,1%,-1%,-19%
CC1CCCC(NC(=O)CN(C)CC(=O)Nc2cccc(F)c2)C1C (centres undefined),-2%,-2%,0%,0%,17,-1%,.,-4%,-7%,2%,.
CC(C)OCCCNC(=O)Cn1ccc2cc(S(=O)(=O)N3CCCCC3)ccc21,0%,6%,-2%,-3%,2,-2%,30%,-4%,3%,-1%,-8%
O=C(Nc1cccc(Cl)c1)N(CCN1CCOCC1)Cc1cccc(Cl)c1,9%,-5%,1%,-1%,3,?,-32%,-47%,-1%,-7%,4%
O=C(C1CCN(S(=O)(=O)c2cccc3nsnc23)CC1)N1CCCCC1,1%,0%,0%,-1%,1,-1%,-11%,-9%,0%,3%,-1%
Nc1nc(-c2ccc(Cl)cc2Cl)cn1N,6%,7%,0%,1%,-3,16%,-44%,-25%,0%,-14%,-3%
COC(=O)c1ccc(S(=O)(=O)N2CCCN(Cc3ccccc3)CC2)n1C,-8%,-4%,-5%,1%,7,-10%,8%,-24%,1%,-1%,1%
O=C(c1ccccc1)N1CCN(C(=O)c2nn3c(C(F)(F)F)cc(-c4ccco4)nc3c2Cl)CC1,0%,-4%,-7%,-1%,6,-4%,7%,-15%,1%,0%,21%
CCCc1c(C)nc(N2CCN(c3ccccc3F)CC2)[nH]c1=O,-3%,.,-1%,-1%,2,-9%,1%[1.91 µM],11%,-2%,1%,-1%
O=C(CN1CCN(Cc2ccccc2F)CC1)Nc1ccccc1Cl,-6%,-14%,0%,11%,17,10µM*,5%,4%,-4%,-1%,1%
NS(=O)(=O)c1ccc(CCNC(=O)C2CCCN2C(=O)OCc2ccccc2)cc1 (centres undefined),-34%[inhibitor],6%,-1%,-1%,-2,9%,2%,-16%,-5%,-1%,6%
Cc1noc(C)c1CN1C(=O)c2ccccc2C1=O,-2%,-1%,2%,0%,0,9%,-10%,-14%,1%,4%,-4%
COc1ccc(C)cc1NC(=O)CSc1nnc(-c2ccc(OC)c(OC)c2)n1N,0%,-10%,2%,1%,0,-21%,23%,-5%,-5%,-1%,-4%
O=C(NCc1ccc(F)cc1)c1ccc(Br)o1,1%,0%,1%,-3%,13,3%,28%,0%,-11%,-2%,28%
CN(c1ccccc1)S(=O)(=O)c1cccc(C(=O)OCC(=O)Nc2ccc(C(N)=O)cc2)c1,.,-11%,-2%,.,.,?,.,-8%,8%,.,.
CCOC(=O)c1cnc2c(c(C)nn2C)c1Oc1ccccc1F,-2%,-2%,-7%,1%,12,-11%,14%,11%,9%,-1%,-2%
Cc1nn(C)c(Oc2ccc(Cl)cc2)c1C(=O)O,1%,2%,-3%,-4%,0,-1%,-46%,1%,1%,-1%,-11%
CCOC(=O)Cc1csc(SCC(=O)N2CCN(c3ccc(OC)cc3)CC2)n1,13%,14%,-2%,1%,-3,-16%,4%,2%,7%,-3%,-10%
